Bioassay records from PubChem.
bCat nuc transl – modulators of beta-catenin nuclear translocation, primary screen, imaging, HeLa cells, immunofluorescence, high-content; 190,000 tested, 0.3% active; nuclear translocation activity, % at 5 µM; AID 1665, 2009;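 active means nuclear translocation activity above 50% at 5 µM, with a well cell count of 50 or more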;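 further: per-cell ratio of nuclear to cytoplasmic median beta-catenin stain intensity; plate controls were DMSO negative control for no effect and GSK-3 inhibitor IX positive control for full effect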
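test system = HeLa cells, endogenous beta-catenin | dosing = single 5 µM dose plus 0.02–20 µM confirmation series | times = compound treatment 24 h, 37°C, 5% CO2 | technique = beta-catenin immunofluorescence imaging with DAPI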
Dynein transport – inhibitors of GR-EGFP nuclear translocation, primary screen, dynein cargo transport inhibitor project, imaging, high-content, 3617.4 mouse cells. test concentration mostly 20 µM; stimulated with dexamethasone, 1 µM; stronger effect = lower value. z-score, hits read low. 220,000 tested, 0.47% active. AID 1381, 2008;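 active means plate z-score of nuclear minus cytoplasmic receptor signal below a set negative limit, without overly bright fluorescence or cell loss, cut at about -3.5 in these data, passing the limit was not always enough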;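 further: z-score of nuclear minus cytoplasmic ring GR-EGFP intensity difference per well; some compounds called inactive have numbers as strong as hits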
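medium = tetracycline-free induction medium containing charcoal-stripped FBS | probe or stimulus = dexamethasone, 1.0 µM final | timing = 48 h induction, then 1 h compound, then 30 min agonist, 37 °C | detection = automated 10x imaging of fixed Hoechst-stained cells | read-out basis = nuclear versus cytoplasmic GR-EGFP signal, averaged per well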
Hep lipid drop – inhibitors of hepatocyte lipid droplet formation, primary screen, imaging, high-throughput imaging, BODIPY stain | AML12 mouse hepatocytes, oleate lipid droplets | 240,000 tested, 0.4% active | inhibition, % at 6.5 µM | AID 1656, 2009;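 active means lipid droplet intensity inhibited by at least 50%, with more than 500 cells counted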
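Material – AML12 mouse liver cells · Also added – oleate loading, 100 µM · Compound dosing – 6.5 µM single-point dosing · Times – overnight treatment with compound plus oleate · Measured by – fluorescence imaging, 20x objective, two fields per well · Read-out – percent inhibition of filter-corrected integrated lipid droplet intensity per well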
CSM14.1 death rescue – rescue of cells from ER stress-induced death, primary screen, 384-well, CSM14.1, thapsigargin, ATP luminescence (AID 1222); CSM14.1 thapsigargin-induced death rescue, ATP luminescence; higher % means a stronger effect; cellular ATP content (survival), % at 20 µM, or EC50 in µM where a hit was titrated; 190,000 tested, under 10 active;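 active means EC50 below 50 µM in the dose-response confirmation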;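 further: death triggered by thapsigargin at about 15 µM added after 2 h compound pretreatment; cell ATP read after overnight thapsigargin exposure of roughly 18 to 22 hours; normalized against plate controls of thapsigargin alone and 5% DMSO vehicle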
XIAP displacement – XIAP antagonists, biochemical, IAP family, fluorescence polarization (AID 1018); E3 ubiquitin-protein ligase XIAP (Homo sapiens); XIAP BIR domain, fluorescence polarization peptide displacement; higher % means a stronger effect; one-dose displacement, % at 20 µM; IC50 in µM for titrated hits; 200,000 tested, 0.007% active; in the data active means displacement above about 50%; further: a part of the inactive calls stands beside numbers as strong as those of hits
Insulin prom up – insulin promoter activators in MIN6 cells, imaging, high-content screening, mouse beta cells. 190,000 tested, 0.3% active. z-score at 5 µM. AID 1625, 2009. MIN6 insulin promoter-GFP reporter; stronger effect = higher value;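 active means z-score above 3 at 5 µM with at least 500 cells counted in the well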
MT stabilizer – microtubule stabilizers in HeLa cells, primary screen, imaging, high-content imaging; HeLa tubulin immunostaining HCS, 24 h; share of cells brighter than vehicle mean+2SD; % tubulin-high responders, % at 10 µM; 200,000 tested, 0.83% active;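 active means plate Z-score above 3 for both tubulin-high and condensed-nucleus cell shares, with cell loss under 80%, at 10 µM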;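 further: anti alpha tubulin signal scored within the nucleus-defined area of each cell; some results filed as inactive read as strong as hits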
WT yeast gro inh – growth inhibition of WT strain, primary screen, mitochondrial fusion inhibitor project, WT and mutant strains, chemical genetic; 190,000 tested, 2.1% active; AID 1362, 2008; mitochondrial fusion phenotypic screen; inhibition, % at 10 µM; in the data active means inhibition above about 58%; tested in S. cerevisiae
Autophagy mod – autophagy modulators in MEF cells, primary screen, imaging, high-content, MEF GFP-LC3 | MEF GFP-LC3 puncta imaging; test concentration mostly 10 µM | calls only at 10 µM (by protocol) | 190,000 tested, 0.98% active;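 active means percentage of spot-positive cells more than 3 SD above its plate mean, without a fluorescence outlier flag or 80% toxicity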;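 further: spot-positive cell cutoff set from DMSO-treated cells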
WT yeast gro inh mutant strain – second read-out of WT yeast gro inh, no call of its own (marks repeat the call); inhibition, %; mitochondrial fusion phenotypic screen, mutant strain inhibition
Dynein transport cytoplasmic EGFP – also measured in Dynein transport; calls as there; z-score; measured here: cytoplasmic GR-EGFP intensity; stronger effect = higher value
Dynein transport nuclear GR-EGFP – recorded beside Dynein transport, whose call it bears; z-score; measured here: nuclear GR-EGFP intensity;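 lower value marks the stronger effect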
Dynein transport cell count – recorded beside Dynein transport, whose call it bears; z-score; measured here: cell count per field
Insulin prom up cell count – also measured in Insulin prom up; calls as there; cell count; measured here: cytotoxicity, nuclei count;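 total cells summed across four imaged fields per well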
Hep lipid drop cells 6.5 µM – recorded beside Hep lipid drop, whose call it bears; cell count; measured here: cell count, cytotoxicity flag;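 cells counted across two imaged fields per well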
bCat nuc transl cell count 5 µM – recorded beside bCat nuc transl, whose call it bears; cell count; measured here: cell count, cytotoxicity flag
MT stabilizer Hoechst-high % – further read-out of MT stabilizer, marked with its call; % Hoechst-high responders; measured here: nuclear condensation Hoechst responders;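 share of cells brighter than vehicle mean plus two SD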
MT stabilizer cytotoxicity % – recorded beside MT stabilizer, whose call it bears; toxicity, %; measured here: cytotoxicity by cell density;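 0% = mean cell density of plate MIN control wells and 100% = no cells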
Autophagy mod cell loss 18 h – second read-out of Autophagy mod, no call of its own (marks repeat the call); toxicity, %; measured here: cell loss, nuclei count;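 cell loss after 18 h compound exposure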
* hit, by the source's call; i = inactive; nt = not tested or not shown.

Order of results – bCat nuc transl	bCat nuc transl cell count 5 µM	Dynein transport	Dynein transport cytoplasmic EGFP	Dynein transport nuclear GR-EGFP	Dynein transport cell count	Hep lipid drop	Hep lipid drop cells 6.5 µM	CSM14.1 death rescue	XIAP displacement	Insulin prom up	Insulin prom up cell count	MT stabilizer	MT stabilizer Hoechst-high %	MT stabilizer cytotoxicity %	WT yeast gro inh	WT yeast gro inh mutant strain	Autophagy mod	Autophagy mod cell loss 18 h
CCOC(=O)CN(C(=O)CSc1nnc(Cc2ccccc2)n1-c1ccc(C)cc1)c1ccccc1
  0.7	1146	-0.34	-0.25	-0.11	0.21	-15	711	3.0%	-0.6%	nt	nt	2.7	1.9	2.7	7	6	i	2
Cc1ccc(-c2nc3ccccc3c(=O)n2NC(=S)N(C)C)cc1
  -3.7	521	-0.1	-0.27	-0.075	0.4	1	698	-2.5%	-1.4%	-0.17	1385	2.3	3.2	1.3	-4	13	i	3
CN(C1CCCCC1)S(=O)(=O)c1ccc2c(c1)c(=O)c(C(=O)NCCCN1CCCC1)cn2C
  nt	nt	0.52	0.028	0.6	-0.25	nt	nt	-2.7%	-4.2%	-0.1	910	3.0	3.3	0.0	-12	-6	i	-1
c1cn2c(Nc3ccc4c(c3)OCCO4)c(-c3ccc(N4CCOCC4)cc3)nc2cn1
  -0.6	1276	1.9	-0.024	1.6	-2.7	3	682	nt	nt	0.84	1017	nt	nt	nt	nt	nt	nt	nt
O=C(Oc1cncc(Cl)c1)c1ccco1
  -0.6	1157	0.82	-0.23	0.87	-0.81	-7	740	2.3%	1.8%	nt	nt	1.9	2.2	3.7	-5	-7	i	-3
CCc1nccn1S(=O)(=O)c1ccc(OC)c(C)c1C
  nt	nt	-0.54	-0.28	-0.063	0.5	-3	800	-0.7%	1.0%	-0.4	914	2.0	1.1	9.2	-4	-3	i	14
CC(C)c1nc2sc3c(c2c(=O)o1)CCCC3
  1.2	1106	0.63	-0.29	0.31	-0.08	nt	nt	0.5%	-1.3%	-1.3	995	4.0	3.1	4.8	-3	8	i	10
CCOc1cccc(CNCc2ccc(C(=O)O)cc2)c1
  0.5	1141	0.12	-0.28	0.25	-0.5	-2	801	-0.2%	-4.7%	1.4	1218	4.4	2.5	12	-4	-5	i	0
CN(C)S(=O)(=O)c1ccc(C(=O)NNC(=O)C2COc3ccccc3O2)cc1 (stereo not drawn)
  -0.2	1033	2.2	-0.21	1.3	-0.97	8	693	nt	-6.8%	0.5	1247	4.9	1.9	6.1	-1	0	i	9
CCOc1ccc(S(=O)(=O)Nc2ccccc2C(=O)N/N=C/c2c(OC)ccc3ccccc23)cc1
  -2.2	1027	0.22	-0.23	-0.046	-0.073	-29	657	-1.6%	-5.8%	-0.89	1456	6.0	4.1	11	13	0	i	0
CCN(CC)C(=O)N1c2ccccc2C=Cc2ccccc21
  nt	nt	-1.2	-0.1	-0.41	0.53	7	801	-0.1%	-6.5%	nt	nt	1.0	0.7	10	4	4	i	-2
O=C1OC(Nc2ccc(F)cc2F)c2ccccc21 (stereo not drawn)
  -7.8	1000	-0.8	-0.18	-0.082	0.36	nt	nt	2.2%	-1.6%	-0.54	1509	3.4	1.4	7.8	2	7	i	2
CCOC(=O)c1ccc(CSc2n[nH]c(C)n2)o1
  -2.4	1182	0.33	-0.12	0.2	0.67	nt	nt	0.3%	-6.2%	1.8	1158	4.4	3.7	4.9	1	-2	i	-3
c1ccc(-c2ccccc2OCCCCN2CCCCCC2)cc1
  -3.6	1064	0.37	-0.088	0.44	-0.78	3	677	-1.3%	-4.6%	-1.6	1402	3.7	1.6	6.2	27	28	i	31
CCn1nc(NC(=O)c2ccncc2)c2cc3cc(C)ccc3nc21
  4.2	918	0.48	-0.26	0.095	0.39	-4	776	1.3%	2.8%	nt	nt	4.7	2.8	6.9	-3	-9	i	-8
COc1cccc(CN2CCN(C(=O)CCc3nnc(C4CCCCC4)o3)CC2=O)c1
  0.8	1369	1.2	-0.27	0.61	-0.76	10	640	nt	nt	0.51	1103	nt	nt	nt	nt	nt	nt	nt
Cc1nnc(SCc2cc(=O)[nH]c(/N=C(\N)Nc3ccccc3)n2)s1
  0.3	1325	2.9	-0.14	1.4	-1.7	1	667	nt	nt	0.12	1106	nt	nt	nt	nt	nt	nt	nt
CCc1nnc(NC(=O)c2ccc(-c3ccc(F)cc3)o2)s1
  -2.3	1071	-0.32	0.15	-0.22	0.44	13	662	1.5%	-7.1%	0.58	1599	7.5	0.9	11	19	-18	i	23
CC1CCCN(c2oc(-c3cccc4ccccc34)nc2C#N)C1 (stereo not drawn)
  -3.4	1057	-0.98	0.035	-0.22	0.63	nt	nt	0.6%	2.0%	-0.4	1384	4.3	3.0	12	0	-4	i	16
COCCCNC(=O)c1ccc(NS(C)(=O)=O)cc1
  0.3	1070	0.064	0.18	0.064	-0.42	14	733	0.6%	-7.3%	0.41	1252	6.6	3.1	8.5	4	16	i	3
O=C1c2cc3ccccc3c(-c3ccccc3)c2C(=O)N1c1ccccn1
  0.7	910	3	-0.14	2.3	-2.2	-10	622	-1.4%	-9.0%	nt	nt	2.7	2.0	3.5	18	6	i	-3
COc1ccc(NC(=O)CN(c2cccc(F)c2)S(C)(=O)=O)cc1OC
  nt	nt	-0.47	-0.25	-0.42	-0.15	-8	709	0.0%	-3.6%	nt	nt	4.2	2.3	6.6	0	-24	i	-1
COc1ccc(-c2cc(C(=O)NC3CCCC3)no2)cc1OC
  -2.2	1005	0.88	-0.18	0.54	-0.78	nt	nt	-0.7%	-4.6%	-0.47	1415	2.1	1.5	12	6	24	i	6
CN(CCC#N)CC(=O)Nc1ccc(S(N)(=O)=O)cc1
  -5.3	1088	-0.61	-0.31	0.25	0.54	-6	644	1.2%	-8.6%	0.67	1715	5.5	2.4	6.9	-3	8	i	10
O=C(CCN1CCN(S(=O)(=O)c2ccc(Br)cc2)CC1)Nc1ccccc1F
  -0.9	1129	-0.5	0.0066	-0.0041	0.56	-5	626	-1.2%	-6.7%	-0.27	1266	3.3	1.2	4.7	6	-1	i	11
COc1cc(CNCCc2ccc(S(N)(=O)=O)cc2)ccc1OCC(=O)NC(C)(C)C
  -2.0	1114	0.94	-0.28	0.17	0.14	7	665	-2.2%	-2.0%	-0.15	1490	5.2	2.1	7.8	13	0	i	22
Cc1cccc2cc(C(c3nnnn3CC3CCCO3)N3CCCc4ccccc43)c(=O)[nH]c12 (stereo not drawn)
  -0.9	946	-0.36	-0.23	-0.065	1.2	nt	nt	1.7%	-2.8%	-0.18	1225	3.4	1.8	3.5	-3	6	i	-7
COC(=O)N/N=C/c1cn(Cc2ccccc2F)c2ccccc12
  0.5	1255	-0.072	-0.069	0.58	-0.62	-29	686	nt	nt	-0.24	1006	nt	nt	nt	nt	nt	nt	nt
COc1cc(/C=N/NC(=O)c2cccnc2)ccc1OS(=O)(=O)c1ccc(F)cc1
  -0.7	1040	2.2	-0.13	0.86	-2.8	-23	577	-1.1%	-6.3%	0.16	1798	2.3	1.4	12	-4	18	i	8
CCOC(=O)c1c(N)sc(=S)c2c1CCC2
  -6.3	868	0.21	-0.14	0.49	-0.65	nt	nt	-1.0%	-2.1%	0.33	1511	5.9	1.0	2.8	7	6	i	-1
Cc1cccc(NC(=O)CNC(=O)COc2ccc(C(=O)c3ccc(F)cc3)cc2)c1C
  -1.2	613	-0.66	-0.28	-0.59	0.3	-17	617	-2.3%	-17%	0.37	1215	4.8	2.5	1.4	-11	-4	i	-7
CC(C)(C)OC(=O)NCC(=O)N1CCC(C(=O)O)CC1
  -8.1	1021	-0.48	-0.35	-0.061	-0.027	nt	nt	1.7%	3.1%	-0.48	1367	6.2	1.9	3.2	35	1	i	9
O=C(N/N=C\c1ccccc1)c1sccc1-n1cccc1
  nt	nt	0.38	-0.2	-0.51	-0.25	nt	nt	-1.2%	-4.4%	nt	nt	2.4	2.2	11	3	-17	i	-31
Cc1ccc(N2C(=O)CC3(CCCC3)CC2=O)cc1
  0.8	1298	-0.018	-0.16	0.49	-0.97	-17	718	nt	nt	0.53	1066	nt	nt	nt	nt	nt	nt	nt
Cc1ccccc1C(=O)NC(NC(=O)c1ccccc1C)c1cccc([N+](=O)[O-])c1
  -0.4	952	-0.29	-0.29	-0.44	0.079	-19	641	9.4%	-5.7%	0.23	2300	3.3	2.7	2.2	-6	-13	i	22
Cc1nn(C)cc1C(C(=O)NC1CCCCC1)N(Cc1ccc(F)cc1)C(=O)c1cnccn1 (stereo not drawn)
  0.5	1086	0.14	-0.17	0.23	0.23	4	730	0.8%	-6.1%	-0.71	1106	4.4	1.3	0.3	-14	-6	i	-20
